Compound activity: PubChem BioAssay, National Center for Advancing Translational Sciences (NCATS)
ALOX12 inh – ALOX12 (human) lipoxygenase inhibition | AID 1671190 | 580,000 tested, 1.1% active | purified 12hLO, xylenol orange hydroperoxide absorbance | Potency, µM (series often up to 108 µM), inactives show at the highest dose activity change, negative = inhibition, hits mostly inhibitors | P18054; also: potency is read from the fitted curve at half-maximal effect; % is scaled to controls: 0 for no effect and ±100 for the full control effect
Target sequence (P18054 whole entry, looked up): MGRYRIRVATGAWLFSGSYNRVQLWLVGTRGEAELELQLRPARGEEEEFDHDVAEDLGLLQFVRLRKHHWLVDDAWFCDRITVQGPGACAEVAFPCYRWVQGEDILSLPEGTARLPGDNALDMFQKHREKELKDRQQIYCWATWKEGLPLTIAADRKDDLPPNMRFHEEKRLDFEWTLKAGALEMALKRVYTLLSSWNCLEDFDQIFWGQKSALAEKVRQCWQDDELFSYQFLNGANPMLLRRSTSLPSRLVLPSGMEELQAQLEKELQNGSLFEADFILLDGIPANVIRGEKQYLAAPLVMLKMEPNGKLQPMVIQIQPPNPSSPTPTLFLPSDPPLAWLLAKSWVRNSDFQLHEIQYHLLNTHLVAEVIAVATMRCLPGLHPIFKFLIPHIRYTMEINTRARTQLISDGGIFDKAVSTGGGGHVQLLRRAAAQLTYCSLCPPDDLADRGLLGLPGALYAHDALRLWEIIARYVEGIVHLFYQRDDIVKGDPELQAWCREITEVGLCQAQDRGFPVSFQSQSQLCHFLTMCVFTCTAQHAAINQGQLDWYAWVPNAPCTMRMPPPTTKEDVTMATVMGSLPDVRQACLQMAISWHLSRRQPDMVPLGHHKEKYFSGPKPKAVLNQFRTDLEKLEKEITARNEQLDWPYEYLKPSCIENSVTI
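Hydroperoxide product was detected by ferrous iron/xylenol orange as the 573 to 405 nm absorbance ratio. Arachidonic acid at 40 uM (final) was turned over for 30 min at room temperature by 150 nM human 12hLO, pH 7.0 Hepes buffer, after 15 min compound preincubation.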
Vif-APOBEC3F blk – blocks the Vif interaction with APOBEC3F; HeLa A3F-eYFP + Vif (tagged APOBEC3F with the HIV-1 protein that degrades it), YFP fluorescence increase; Potency, µM (top dose mostly 46.1 µM), without a hit: at the highest dose activity, negative = active; 390,000 tested, 0.2% active; AID 602313; also: potency is read from the fitted curve at half-maximal effect; % of control where 0% means no effect; nearly all actives have a fitted effect of over 65% in size
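HeLa cells stably expressing A3F-eYFP plus Vif, plated and incubated overnight at 37 deg C, then exposed to compounds overnight at 37 deg C. Blocked degradation read as raised yellow fluorescence (Ex 488/Em 500-530).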
D2 antagonist – antagonizes the human D2 dopamine receptor | P14416 | HEK293 TREx D2 cells, calcium flux, dopamine EC80 | inhibition, % at 10 µM | 340,000 tested, 2% active | AID 485344; in the data active = inhibition above about 30%; also: 0% is about no effect
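In this primary screen, negative modulation is detected by tracking calcium flux after an EC80 dopamine challenge in inducible HEK293 T-REx D2 cells preexposed to test compound for 180 s.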
RGS4 inhibitor – blocks human RGS4-accelerated GTP hydrolysis | Potency, µM (doses to about 114 µM), without a hit: at the top dose activity change, negative = inhibition, actives largely listed as inhibitors | P49798 | 390,000 tested, 0.039% active | Transcreener GDP fluorescence polarization, RGS4-accelerated GTP hydrolysis; also: potency is read from the fitted curve at half-maximal effect; % is scaled to controls: 0 for no effect and ±100 for the full control effect; nearly all actives have a fitted effect of over 75% in size; some results filed as inactive show a strong effect at the top dose
Target sequence (P49798 whole entry, looked up): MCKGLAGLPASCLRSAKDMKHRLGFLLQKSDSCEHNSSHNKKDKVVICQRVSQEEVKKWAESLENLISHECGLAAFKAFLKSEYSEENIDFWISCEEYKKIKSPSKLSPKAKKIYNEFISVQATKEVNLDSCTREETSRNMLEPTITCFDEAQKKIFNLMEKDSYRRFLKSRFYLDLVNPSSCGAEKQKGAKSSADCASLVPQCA
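MLSMR compounds (23 nl, pin-transferred) preincubated 10 min at room temperature with a 500nM (2x) first reagent, then RGS4 at 900nM (2x) plus Transcreener GDP mix added; fluorescence polarization (620/688 nm) read before and after 90 min at 30 °C.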
Vif-A3G inh – inhibitors of Vif-APOBEC3G interaction. Q9HC16. HeLa A3G-eYFP + Vif (tagged APOBEC3G with the HIV-1 protein that degrades it), YFP fluorescence, overnight. Potency, µM (highest dose often 46.1 µM), for inactives: top-dose activity, negative = active, actives largely listed as inhibitors. 410,000 tested, 0.076% active. AID 602310;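 also: potency is read from the fitted curve at half-maximal effect; % is scaled to controls: 0 for no effect and ±100 for the full control effect; nearly all actives have a fitted effect of over 60% in size; hits raise eYFP signal because A3G escapes Vif-driven loss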
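Read-out is eYFP fluorescence (Ex 488/Em 500-530) from Vif-expressing HeLa A3G-eYFP cells; more signal means A3G escaped Vif-mediated degradation. Cells plated overnight, compound pinned in, incubated overnight at 37 deg C.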
ERG-DNA inh – blocks human ERG Ets domain binding to DNA; P11308; fluorescence polarization, His-ERG Ets domain / labelled DNA; Potency, µM (top dose mostly 76.9 µM), for the others: at the highest dose FP activity, negative = inhibition, most hits filed as inhibitors; 370,000 tested, 0.028% active; AID 624246; active = well fitted inhibition curve with a large enough effect in the polarisation, with a control signal flat; inconclusive = small, poorly fitted or top-dose-only effect, or effect the other way, or a change in a side signal; inactive = no such curve, though single readings can be large or run the other way; the % refers to the polarisation;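 also: polarization taken with two DNA probes labelled with fluorescein and Texas red; potency is read from the fitted curve at half-maximal effect; % of control where 0% means no effect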
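His-tagged ERG Ets domain (1 uM in the protein solution; 300mM KCl, 50mM Tris-HCl, 1mM EDTA, 1mM DTT, pH 7.5) received compound, then a probe mix of 5 nM fluorescein-DNA and 100nM Texas-615-DNA. Fluorescence polarization was read for both dyes.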
Glioma ERSR ind – ER stress response induction in glioma. U87-MG GRP78 promoter luciferase reporter, 16 h. Potency, µM, inactives show top-dose activation, most hits filed as activators. 420,000 tested, 0.02% active; also: potency is read from the fitted curve at half-maximal effect; series mostly up to about 76 µM; % of control where 0% means no effect; nearly all actives have a fitted effect of over 35% in size
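ERSR induction read as luciferase luminescence (Bright-Glo, 10 min at room temperature) in stably transfected human U87-MG glioma cells exposed to compounds for 16 h, using GRP78 as sensor.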
D2 agonist – activates the human D2 dopamine receptor | AID 485358 | 340,000 tested, 0.53% active | P14416 | HEK293 T-REx D2 cells, calcium flux agonist mode | activation, % at 2 µM;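 active = activation over 3 SD above normal in the single-dose calcium agonist read, cut at about 30% in these data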; also: 0% is about no effect
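Tetracycline-induced HEK293 Trex cells with D2 receptor force-coupled to calcium signaling, plated overnight at 30 C and loaded with no-wash calcium dye. Calcium flux read kinetically for 180 s after compound addition; responses flag agonists.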
LDHA inh – LDHA (human) enzyme inhibition; activity change, % (values are at about 110 or 230 µM); P00338; 480,000 tested, 0.15% active; AID 1347041; purified LDHA, NADH/diaphorase-resazurin fluorescence; active compounds read low; in the data active = activity change below about -30%; inconclusive = mostly about -25% to -30%;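 also: plate controls were DMSO wells for no effect and wells without enzyme for full effect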
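Human LDH5 at 2 nM final in Tris HCl pH 7.4 with 0.06 mM NADH and 0.2 mM pyruvate, reacted 5 minutes at room temperature. Remaining NADH coupled via diaphorase/resazurin; resorufin fluorescence read at 0 and 20 minutes, normalized to enzyme-free and DMSO wells.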
Starred values were filed as active, the others as inactive; u = inconclusive; x = no result given; & = joins results of further samples; [ ] = dose if it differs, or a comment. Unless noted, calls follow the shape of the dose curve; as a rule, active = well fitted curve in the direction sought with a large enough effect; inconclusive = small, poorly fitted or top-dose-only effect, or another doubt; inactive = no such curve, though single readings can be large; an effect the other way counts as inactive or inconclusive. An excerpt (hit frequency here may not be typical).

Start of the data: the first 10 compounds, to show the layout:
SMILES	ALOX12 inh	Vif-APOBEC3F blk	D2 antagonist	RGS4 inhibitor	Vif-A3G inh	ERG-DNA inh	Glioma ERSR ind	D2 agonist	LDHA inh
O=C1c2ccccc2NC2(CCCC2)N1NS(=O)(=O)c1ccccc1	-9%	10%	2	17%	-7%	-5%	-5%	0.1	-12
COc1ccc(C)cc1S(=O)(=O)Nc1cc2c3c(c1)CC(=O)N3CCC2	0%	3%	0	-19%	0%	6%	-2%	0.4	-9
COc1ccc(S(=O)(=O)N2CCC(C(=O)NCc3ccncc3)CC2)cc1Cl	-1%	0%	x	12%	-2%	5%	1%	x	-7
CN1CCN(CCCNC(=O)c2ccc(Cn3c(=S)[nH]c4ccc(Br)cc4c3=O)cc2)CC1	0%	-5%	3	-30%	-7%	-5%	-5%	2.3	-2
COc1ccc(CNC(=O)c2c(O)nc3c(C)cccn3c2=O)cc1	-33%	-9%	x	37%	4%	0%	-3%	-0.5	1
Cc1ccc(NC(=O)c2ccc3c(c2)NC(=O)c2ccccc2S3)cc1	u	-5%	x	-3%	-18%	-6%	-4%	x	-8
Cc1ccc2oc(=O)c(/C=C(\O)c3cccs3)nc2c1	-14%	-22%	-23	-23%	-3%	-26%	-1%	0.7	10
COCc1[nH]c(=S)[nH]c(=O)c1C	u	-14%	-2	2%	3%	-6%	-3%	0.7	-1
CC1=C(C(=O)OCc2ccc(C)cc2)C(c2ccccc2Cl)CC(=O)N1 (stereo not given)	-29%	6%	x	-9%	0%	2%	5%	x	-12
Cc1cccc(CN2C(=O)c3ccccc3S(=O)(=O)c3ccc(C(=O)OCC4CCCO4)cc32)c1 (stereo not given)	-28%	0%	x	-7%	-1%	1%	-3%	0.9	-3

The list itself, repeating the preview:
SMILES	ALOX12 inh	Vif-APOBEC3F blk	D2 antagonist	RGS4 inhibitor	Vif-A3G inh	ERG-DNA inh	Glioma ERSR ind	D2 agonist	LDHA inh
O=C1c2ccccc2NC2(CCCC2)N1NS(=O)(=O)c1ccccc1	-9%	10%	2	17%	-7%	-5%	-5%	0.1	-12
COc1ccc(C)cc1S(=O)(=O)Nc1cc2c3c(c1)CC(=O)N3CCC2	0%	3%	0	-19%	0%	6%	-2%	0.4	-9
COc1ccc(S(=O)(=O)N2CCC(C(=O)NCc3ccncc3)CC2)cc1Cl	-1%	0%	x	12%	-2%	5%	1%	x	-7
CN1CCN(CCCNC(=O)c2ccc(Cn3c(=S)[nH]c4ccc(Br)cc4c3=O)cc2)CC1	0%	-5%	3	-30%	-7%	-5%	-5%	2.3	-2
COc1ccc(CNC(=O)c2c(O)nc3c(C)cccn3c2=O)cc1	-33%	-9%	x	37%	4%	0%	-3%	-0.5	1
Cc1ccc(NC(=O)c2ccc3c(c2)NC(=O)c2ccccc2S3)cc1	u	-5%	x	-3%	-18%	-6%	-4%	x	-8
Cc1ccc2oc(=O)c(/C=C(\O)c3cccs3)nc2c1	-14%	-22%	-23	-23%	-3%	-26%	-1%	0.7	10
COCc1[nH]c(=S)[nH]c(=O)c1C	u	-14%	-2	2%	3%	-6%	-3%	0.7	-1
CC1=C(C(=O)OCc2ccc(C)cc2)C(c2ccccc2Cl)CC(=O)N1 (stereo not given)	-29%	6%	x	-9%	0%	2%	5%	x	-12
Cc1cccc(CN2C(=O)c3ccccc3S(=O)(=O)c3ccc(C(=O)OCC4CCCO4)cc32)c1 (stereo not given)	-28%	0%	x	-7%	-1%	1%	-3%	0.9	-3
Cc1cccc(C)c1OCc1cc(C(=O)N(C)CCc2ccccn2)no1	u	8%	-15	-28%	-2%	3%	1%	1.0	-3
Cc1cc(Cc2cc(C)c(O)c(CO)c2)cc(CO)c1O	u	5%	x	-2%	2%	1%	-3%	x	-5
CCCC(=O)NC(=S)Nc1cccc(NC(=O)c2ccc(Cl)cc2Cl)c1	-11%	5%	-18	-10%[11.4 µM]	-1%	-10%	-3%	-0.5	-11
O=C(CC(=O)NN=C1CCCC1)NCCc1ccccc1	0%	3%	x	-2%	2%	-8%	-1%	x	-3
O=C(CCC(F)(F)F)N1CCCC(CO)(CCc2ccccc2)C1 (stereo not given)	0%	-12%	-11	16%	-1%	-2%	-1%	1.0	-1
CC(C)CCn1nnnc1C(c1ccccc1)N1CCN(C)CC1 (stereo not given)	6%	0%	-7	-1%	-8%	4%	-6%	-1.4	-5
COc1ccc(Br)cc1CNC(=O)C1CCN(S(=O)(=O)N2CCC(C)CC2)CC1	0%	-9%	7	13%	-1%	-8%	-4%	-1.9	-4
COc1ccccc1NS(=O)(=O)c1cc(C(=O)N2CCN(C(=O)c3ccco3)CC2)ccc1F	-19%	4%	x	-3%	-11%	-4%	-5%	x	0
C=CCn1c(SCC(C)=O)nc2scc(-c3ccco3)c2c1=O	u	u	3	u	-6%	8%	1%	1.3	2
CCSc1cc(C)nc2c(-c3ccc(Cl)cc3)c(C)nn12	4%	0%	-9	12%	3%	-12%	-3%	2.3	-3
COc1ccccc1N(C)S(=O)(=O)c1ccc(C(=O)NCc2ccc3c(c2)OCO3)cc1	10%	-5%	16	-4%	1%	2%	-4%	0.2	2
CCOC(=O)c1ccc(NC(=O)CN2C(=O)CC(c3ccc(C)c(C)c3)=Nc3ccccc32)cc1	-11%	-2%	x	6%	-2%	5%	-1%	-0.6	-2
O=Nc1ccc(NOC(=O)c2ccccc2Br)cc1	u	4%	2	-8%	-14%	-5%	-4%	-0.4	-2
O=C(NC1CCCC1)c1ccc2nc(-c3ccco3)c(-c3ccco3)nc2c1	x	2%	33*	-21%[11.4 µM]	-7%	-3%	3%	-0.8	8
CSc1ccc(CCNC(=O)c2ccc3c(c2)nc2n3CCC(C)C2)cc1 (stereo not given)	4%	0%	x	-35%	6%	-5%	-2%	1.2	1
COCCCNC(=O)COc1cc2c(c3oc(=O)c(C)c(C)c13)CCC(C)(C)O2	38%[activator]	-3%	9	-4%	0%	-8%	-1%	0.3	-2
CS(=O)(=O)N1CCN(C(=O)c2cc(-c3ccncc3)nc3ccc(Cl)cc23)CC1	0%	-1%	21	-27%	-4%	-3%	-1%	0.3	-6
Cc1ccccc1CS(=O)(=O)CC1Nc2ccc(C(=O)NCc3ccc(Cl)cc3)cc2NC1=O (stereo not given)	36%[activator]	-10%	x	-26%	0%	2%	-3%	x	2
COC(=O)C[C@H]1C[C@H]2c3cc(NC(=O)C4CCOCC4)ccc3O[C@H]2[C@@H](CO)O1	u	0%	x	x	0%	x	-4%	x	1
Cc1ccc(S(=O)(=O)N(CC(=O)Nc2cccc([N+](=O)[O-])c2)Cc2ccc(Cl)cc2)cc1	-2%	2%	-2	-1%	2%	34%[activator]	-2%	0.9	-10
N#Cc1ccc(-n2nccc2-c2cnc3n(c2=O)CCS3)cc1	90%[activator][57.4 µM]	x	-1	u	0%	3%	-5%	0.5	-5
S=C(Nc1ccc(Cl)cc1Cl)N1CCN(c2ccccn2)CC1	-7%	0%	18	-6%	2%	-11%	0%	7.8	-1
CC(=O)OC(C(=O)NC1CCCCC1)c1ccccc1 (stereo not given)	42%[activator]	x	-4	0%	1%	-9%	-3%	-0.8	-10
COc1ccccc1CCNC(=O)c1nccnc1C(=O)O	x	-17%	-1	5%	-3%	-1%	-4%	0.3	-2
COC(=O)c1ccc(Oc2ccc3nnc(C)n3n2)cc1	45%[activator]	-14%	5	22%	1%	1%	2%	-1.3	-10
Cc1ccc(OCCCCn2c(CO)nc3ccccc32)cc1	3%	-4%	2	22%	0%	7%	0%	0.2	-2
Cc1cccc(C)c1NC(=O)CN(C)C(C)C(=O)NCC(=O)Nc1ccc(F)c(F)c1F (stereo not given)	-3%	-6%	5	2%	1%	-3%	-6%	-0.2	-10
COc1cccc(N2CCN(C(=O)c3c(C)oc4ncnc(N5CCOCC5)c34)CC2)c1	-17%	2%	x	-3%	7%	0%	-3%	x	-4
COC(=O)Cc1c(C)c2ccc(OCc3nn[nH]n3)c(C)c2oc1=O	-20%&-4%	-2%	x	-10%	-4%	-11%	-4%	x	2&0
O=C(OCc1cc(=O)c(OC(=O)c2ccccc2)co1)c1ccccc1	u	-2%	x	13%	9%	-18%	-3%	x	-6
